# PV pol inh – poliovirus RdRp elongation inhibitors, primary screen, biochemical, fluorescence polarization, total intensity. poliovirus polymerase elongation; hits give low values. 150,000 tested, 0.66% active. % elongation, % (compound at 16.7 µg/mL). Genome polyprotein (Poliovirus type 1 (strain Mahoney)), P03300; in the data active = % elongation below about 90%; note: some results filed as inactive read as strong as hits
# Target sequence (P03300 1749-2209 limits assumed): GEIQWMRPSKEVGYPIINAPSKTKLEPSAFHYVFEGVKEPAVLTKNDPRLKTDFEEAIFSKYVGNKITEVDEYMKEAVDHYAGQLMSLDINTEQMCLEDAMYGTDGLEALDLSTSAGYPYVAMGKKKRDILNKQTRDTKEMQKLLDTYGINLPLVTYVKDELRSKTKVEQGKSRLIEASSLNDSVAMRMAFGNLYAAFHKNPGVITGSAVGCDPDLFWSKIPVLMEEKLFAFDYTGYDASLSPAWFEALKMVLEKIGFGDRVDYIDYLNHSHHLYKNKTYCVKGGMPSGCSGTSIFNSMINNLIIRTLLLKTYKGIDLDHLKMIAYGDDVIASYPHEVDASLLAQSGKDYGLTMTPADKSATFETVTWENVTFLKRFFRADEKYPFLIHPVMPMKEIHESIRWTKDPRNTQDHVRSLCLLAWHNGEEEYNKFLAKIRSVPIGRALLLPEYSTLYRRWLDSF
# PV pol inh FP z-score – further read-out of PV pol inh, marked with its call; z-score; measured here: FP z-score; hits read low
# Starred values were filed as active, the others as inactive. These rows are one share of the data; the hit share may differ from the screen's.
SMILES,PV pol inh,PV pol inh FP z-score
O=C(CN1C(=O)CC(c2ccco2)Sc2ccccc21)Nc1ccc(Br)cc1 (stereo not given),107,0.7
CCC(CC)C(=O)Nc1c(C(=O)N2CCN(c3ccccc3F)CC2)oc2ccccc12,101,-1.4
CCOc1ccc2oc(=O)cc(CN3CCN(C(=O)c4cccc(F)c4)CC3)c2c1,101,-1
O=C(COC(=O)c1ccccc1)Nc1ncc(Cl)cc1Cl,101,-0.1
C=CCCOc1ccccc1C(N)=O,101,0.1
O=C(O)c1cccc(NC(=O)c2nccnc2C(=O)O)c1,101,-0.3
CN(Cc1ccccc1)C(=O)COC(=O)c1sc2ccccc2c1Cl,102,0.1
Cc1cccc(NC(=O)Cn2c(=O)oc3ccccc32)c1,103,0.4
CCCCNc1ccc(-c2nc(-c3ccccc3)no2)cc1[N+](=O)[O-],108,0.1
O=C(Cn1c(=O)oc2ccccc21)N1CCCCC1,101,-0.1
CC(OC(=O)c1ccccc1)C(=O)NCc1ccc2c(c1)OCO2 (stereo not given),105,0.3
CCN(Cc1ccccc1)Cc1c(O)ccc2c(=O)c(-c3ccccc3)c(C(F)(F)F)oc12,105,0.2
CCCCC(=O)N1CCc2cc(OC)c(OC)cc2C1COc1ccc(C(=O)OCC)cc1 (stereo not given),108,0.2
O=c1/c(=C/c2ccco2)sc2nc3ccccc3n12,102,0.1
COc1ccc(CSc2nnc(CSc3cccs3)n2C)cc1,98,-1.8
CCC(Sc1ncc(S(=O)(=O)c2ccc(C)c(C)c2)c(=O)[nH]1)C(=O)Nc1ccc(OC)cc1 (stereo not given),102,0
Cn1c(=O)c(=O)n(C)c2cc(S(=O)(=O)N3CCN(c4ccccc4F)CC3)ccc21,99,-0.9
Cc1ccc(-c2nn(-c3ccccc3)cc2C(=O)Nc2ccccc2C)o1,104,0.2
S=c1n(CN2CCCC2)nc2sc3ccccc3n12,100,-0.5
CCOC(=O)c1nnc(Cc2ccccc2OC)o1,104,0.8
Cc1ccc(CN(C)CC(O)COC(c2ccccc2)c2ccccc2C)o1 (stereo not given),103,0
COc1cccc(NC(=O)C(Sc2nnc3n2CCCCC3)c2ccccc2)c1 (stereo not given),105,0.3
Cc1ccc(P(=Nc2cc(Cl)ccc2Cl)(N2CCOCC2)N2CCOCC2)o1,97,-0.2
COc1ccc(-c2nc(SCC(=O)Nc3ccc4c(c3)OCO4)c(-c3ccc(F)cc3)[nH]2)cc1OC,112,-0.1
O=C(COC(=O)c1cccnc1Cl)Nc1cccc(Br)c1,103,0.4
COc1ccccc1OCC(=O)Nc1nc(-c2ccc(S(=O)(=O)N3CCCC3)cc2)cs1,93,-1.4
CCN1CCN(C(=O)/C=C/c2cn(-c3ccccc3)nc2-c2cccnc2)CC1,102,0.1
COc1ccc(C(C)(C)C)cc1S(=O)(=O)N1CCN(c2ccccc2)CC1,100,0
Cc1cccc(NC(=O)NCCOCCn2c(=O)oc3ccccc32)c1C,105,-0.3
CC(c1ccccc1)n1c(Cn2ncc3ccccc3c2=O)n[nH]c1=S (stereo not given),103,0.5
Cc1ccc(C(=O)OCC(=O)N2C(C)CCCC2C)s1 (stereo not given),108,0.5
CN(C)c1ccc(CNC(=O)c2cnc3sc(N4CCCC4)nn3c2=O)cc1,103,-0.2
CCN(CC)c1ccc(C(=O)N2CCC(c3ccncc3)CC2)cc1,100,-1.6
COc1ccc(N2CCN(CCNC(=O)c3nnc(Cc4ccccc4Cl)o3)CC2)cc1,100,-0.8
COc1ccc2c(c1)c1c(c(=O)n(Cc3ccccc3)c(=O)n1CC(=O)Nc1c(C)cccc1C)n2C,115,1.7
CCCC(=O)Nc1nc(CC(=O)OCC)cs1,102,0.1
FC(F)(F)c1ccc2sc(=S)[nH]c2c1,96,-0.7
COC(=O)c1ccc2c(c1)N(C)S(=O)(=O)/C(=C\Nc1ccc(Cl)cc1)C2=O,114,2.3
Cc1ccc(S(=O)(=O)N=C2SCCCS2)cc1,102,0
NC(=O)Cc1cc2ccccc2n1Cc1ccccc1,97,-0.9
CCC(=O)NC(Nc1ccc(S(=O)(=O)Nc2ccc(OC)nn2)cc1)(C(F)(F)F)C(F)(F)F,98,-0.1
O=C(c1ccc(CSc2ncn[nH]2)cc1)N1CCc2ccccc21,101,0
CC1CCCC(NC(=O)c2ccc3c(c2)N(Cc2ccccc2)C(=O)CS3=O)C1C (stereo not given),100,-0.3
Clc1ccc2c(c1)CN(Cc1ccccc1)CO2,99,-0.2
COCCOC(=O)C1=C(C)OC(N)=C(C#N)C12C(=O)Nc1ccc(Br)cc12 (stereo not given),105,0.8
CCOc1ccc(CNS(=O)(=O)c2ccc(-c3cc(C(F)(F)F)on3)s2)cc1,108,0.3
CCOc1ccc(OCC(=O)Nc2c(C(=O)Nc3ccc(C)cc3)oc3ccccc23)cc1,101,-1.1
COCCNC(=O)CN1C(=O)CCn2nc(-c3cn(C)c4ccccc34)cc21,102,-1.2
O=C(Nc1ccc(C(=O)OCc2cc(=O)n3c4c(sc3n2)CCCC4)cc1)c1ccc(Cl)cc1,113,1.5
N#Cc1ccccc1NC(=O)C(=O)NCCc1csc(-c2ccc(F)cc2)n1,106,-0.1
COc1cccc(-c2nnc(SCC3CNC(=O)O3)n2-c2ccc(Cl)cc2)c1 (stereo not given),99,-0.5
O=C(/C=C/c1ccccc1)Oc1ccc(-c2cnc3ccccc3n2)cc1,110,0.6
C1CCC(Nc2nnc(SCC3CCCCO3)s2)CC1 (stereo not given),105,0.2
CCCc1cc(=O)n2c(nc3ccccc32)[nH]1,98,-0.9
N#CCOC(=O)[C@H](Cc1ccccc1)N1C(=O)c2ccccc2C1=O,102,-0.2
CCOc1ccc(CCNC(=O)CCCc2nnc3n(C)c(=O)c4sccc4n23)cc1OCC,104,-0.3
CC(=O)N/C(=C/c1ccccc1)C(=O)Nc1ccc(C)c(C)c1,105,0.1
Cc1cc(C(=O)NCc2ccc(S(N)(=O)=O)cc2)cs1,100,-0.3
COc1ccc(Cn2nnc3c(=O)[nH]c(C4CCCN(S(=O)(=O)c5ccccc5)C4)nc32)cc1 (stereo not given),105,0.8
O=C(O)Cc1cn(-c2ccccc2)nc1-c1ccccc1,99,-0.9
# Next section
SMILES,PV pol inh,PV pol inh FP z-score
CCOc1ccc(-c2cc(C(=O)NC(C)c3ccccc3)c3ccccc3n2)cc1 (stereo not given),110,0.3
CCc1ccccc1CSc1n[nH]c(=O)n1Cc1ccco1,103,0.3
OC1CCN(Cc2c[nH]c3ccccc23)CC1,98,-0.3
Cc1ccc(-n2c(C)cc(C(=O)C(=O)Nc3ccccc3)c2C)c(C)c1,111,0.2
CCN(c1ccccc1)S(=O)(=O)c1ccc(CC(C)C)cc1,103,0.9
Cc1ccccc1NC(=O)c1ccc(F)c(S(=O)(=O)N(C)Cc2ccccc2)c1,107,-0.2
O=C1NC(=O)N(c2ccccc2)C(=O)/C1=C/C=C/c1ccco1,101,0.1
COc1ccc(CCNC2CCCCC2)cc1OC,100,-0.2
COc1ccc(-n2cnc3cc(C(=O)N4CCC5(CC4)OCCO5)ccc32)cc1,100,-0.8
N#Cc1ccc(OC(=O)c2ccc(Cl)cc2)cc1,98,-0.8
CCN(CC)S(=O)(=O)c1ccc2c(c1)c(=O)c(C(=O)NCc1cccs1)cn2C,99,-0.7
COc1cc(OC)c(NC(=O)Cn2c(=O)cc(C(F)(F)F)c3c(C)nn(C)c32)cc1Cl,111,1.4
CCOC(=O)N1CCN(C(=O)CN(c2ccccc2)S(=O)(=O)c2ccc(F)cc2)CC1,100,0
CCOc1ccc(NC(C)C(=O)NCc2ccc3c(c2)OCO3)cc1 (stereo not given),105,0.5
CC(C)(C)NS(=O)(=O)c1ccc(NC(=O)CN2C(=O)c3ccccc3C2=O)cc1,102,0
O=C(NCCc1ccccc1)c1ccc(CSc2nc3ccncc3n2Cc2cccc(F)c2)cc1,108,-0.1
C=Cc1ccc(Cn2c(=O)cc(C)c3c(C)nn(-c4ccccc4)c32)cc1,104,-0.5
CCc1ccc(NC(=O)CCCn2c(=O)c3cccn3c3ccccc32)cc1,101,-0.5
O=C1CCC(=O)N1OCCCOc1ccccc1,103,1.4
COc1ccccc1/C=C(\C#N)c1nc(-c2cc3ccccc3oc2=O)cs1,102,-0.1
CC1CCC(NC(=O)CCN2C(=O)C3CC=CCC3C2=O)CC1 (stereo not given),99,-0.7
Cc1ccccc1-n1ccnc1SCC(=O)O,110,0.9
O=C(CNC(=O)C12CC3CC(CC(C3)C1)C2)N1CCN(c2ccccc2Cl)CC1,107,0.3
COc1ccc(/C=C(\C#N)C(=O)C(C)(C)C)cc1,98,-0.3
CCCc1nc2c(o1)N(C(=O)OCC)C(N)=C(C#N)C21CCNCC1,109,0.7
CC(c1ccccc1)n1c(SCC(=O)N(C)C)nc2ccccc2c1=O (stereo not given),105,0.2
CN1CCN(C(=O)CC(c2ccccc2)c2ccccc2)CC1,99,-0.1
Cc1cc(NC(=O)c2cc(-c3ccccn3)nc3ccccc23)n[nH]1,99,-0.2
CC(C)CCOc1ccc2c3c(c(=O)oc2c1)CCC3,100,0
Cc1c(NC(=S)N2c3ccccc3CC2C)c(=O)n(-c2ccccc2)n1C (stereo not given),101,-0.2

# 7 of these compounds in a different format.
# Below each SMILES: PV pol inh | PV pol inh FP z-score
O=C1CCC(=O)N1OCCCOc1ccccc1
 : 103 | 1.4
COc1ccccc1/C=C(\C#N)c1nc(-c2cc3ccccc3oc2=O)cs1
 : 102 | -0.1
CC1CCC(NC(=O)CCN2C(=O)C3CC=CCC3C2=O)CC1 (stereo not given)
 : 99 | -0.7
Cc1ccccc1-n1ccnc1SCC(=O)O
 : 110 | 0.9
O=C(CNC(=O)C12CC3CC(CC(C3)C1)C2)N1CCN(c2ccccc2Cl)CC1
 : 107 | 0.3
COc1ccc(/C=C(\C#N)C(=O)C(C)(C)C)cc1
 : 98 | -0.3
CCCc1nc2c(o1)N(C(=O)OCC)C(N)=C(C#N)C21CCNCC1
 : 109 | 0.7

# Among those listed so far, 7 have a thiophene ring, fused or not.
SMILES,PV pol inh,PV pol inh FP z-score
CN(Cc1ccccc1)C(=O)COC(=O)c1sc2ccccc2c1Cl,102,0.1
COc1ccc(CSc2nnc(CSc3cccs3)n2C)cc1,98,-1.8
Cc1ccc(C(=O)OCC(=O)N2C(C)CCCC2C)s1 (stereo not given),108,0.5
CCOc1ccc(CNS(=O)(=O)c2ccc(-c3cc(C(F)(F)F)on3)s2)cc1,108,0.3
CCOc1ccc(CCNC(=O)CCCc2nnc3n(C)c(=O)c4sccc4n23)cc1OCC,104,-0.3
Cc1cc(C(=O)NCc2ccc(S(N)(=O)=O)cc2)cs1,100,-0.3
CCN(CC)S(=O)(=O)c1ccc2c(c1)c(=O)c(C(=O)NCc1cccs1)cn2C,99,-0.7

# Other results:
SMILES,PV pol inh,PV pol inh FP z-score
CC(=O)Nc1cccc(N=Cc2cc(I)cc(C)c2O)c1,98,-1.5
CCc1nn(CCCC(=O)NCc2ccc(OC(C)C)cc2)c(=O)c2cc3occc3n12,111,0.2
O=C(COC(=O)c1cccs1)Nc1ccccc1C(F)(F)F,100,-0.6
Cc1ccc(-n2c(=O)c3oc4ccccc4c3n(Cc3cccc(F)c3)c2=O)cc1C,102,-1.1
CN(Cc1nc(-c2ccccc2)no1)C(=O)CSc1ccccc1,102,0
C/[N+]([O-])=C\c1cccnc1,96,-0.6
COc1ccc(NC(=O)Cc2nc(-c3ccc(OC)cc3)no2)cc1,101,-0.4
CCn1cc(C(=O)OC)c(=O)c2ccc(C)nc21,101,0
O=C(CSc1nnc(Cc2ccccc2)o1)C12CC3CC(CC(C3)C1)C2,96,-0.9
O=C(O)c1ccc(CNCc2cccc(Oc3ccccc3)c2)cc1,103,0.8
N#CCSc1nnc2n(-c3ccccc3)c(=O)c3ccccc3n12,103,0.3
CC(=O)C1=C(c2cccc([N+](=O)[O-])c2)N(C(C)=O)n2c(nnc2-c2ccc(C)cc2)S1,115,1.8
O=C(Cc1ccccc1)c1ccccc1C(=O)NCc1ccc(F)cc1,100,-0.1
CCc1sc2sncc2c1Br,97,-0.6
O=C(Cc1ccccc1)Nc1ccncc1,102,0.1
COc1ccc(OC(=O)C2CC(=O)N(c3ccc(C)cc3)C2)cc1 (stereo not given),100,-0.3
Cc1c(C(=O)CC#N)sc2ccc(Cl)cc12,108,0.8
c1ccc2c(N3CCOCC3)c3c(nc2c1)CCC3,110,1
CCOC(=O)N1CCC(N(CCOC)C(=S)Nc2ccccc2F)CC1,103,0.8
Cc1ccnc(N2CCC(C(=O)O)CC2)n1,105,1.8
Cc1sc(NC(=O)Cn2nc(C(F)(F)F)cc2C)c(C(N)=O)c1C,68*,-3.2*
Cc1nccn1-c1ccc(C(F)(F)F)cc1NC=O,101,-0.2
NC(=O)COC(=O)c1n[nH]c2ccccc12,103,-0.2
CNC(=O)Nc1ccccc1NC1=C(C(=O)OC)CSC1,80,-6.2
O=C(NC(=O)c1ccccc1)OC1CCS(=O)(=O)C1 (stereo not given),98,-0.7
CC(C)OC(=O)c1cc2cc(Br)ccc2oc1=O,100,-0.1
Cc1cccc(N(C)c2nc3ccc(C)cc3n3cnnc23)c1,104,-0.2
CC1CCCC(C)N1C(=O)COC(=O)C12CC3CC(CC(C3)C1)C2 (stereo not given),102,-0.2
Cc1ccc(S(=O)(=O)Nc2ccc(OCc3cc(=O)n4ccsc4n3)cc2)cc1,102,1.1
CSc1ncccc1C(=O)OCc1ccccc1,102,0.1
CCC(C)NC(=O)c1oc2ccc3c(c2c1C)C(=O)CC1(CCCC1)O3 (stereo not given),100,-1
COc1ccc(-c2noc(CNC(=O)COc3cccc(C)c3C)n2)cc1,112,0.8
Cc1cc(C(=O)O)c(C)o1,100,-0.6
COc1cc(Cl)c(C)cc1NC(=O)CNC(=O)Cn1ccc2ccccc2c1=O,108,0.8
Brc1ccc(-c2nnco2)cc1,100,0.2
CCOC(=O)c1oc2ccccc2c1C,104,0.4
O=C1C(Nc2ccc(O)cc2)=C(n2nnc3ccccc32)C(=O)c2ccccc21,79*,-2.2*
